eIF4E-4G inh: inhibitors of eIF4E and eIF4G interaction in translation initiation | P63073+Q04637 | TR-FRET eIF4E-eIF4GI(517-606) binding, 2 h | inhibition, % at 21.7 µM | hit rate 0.37% among 220,000 | AID 782;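 active = inhibition above about 30%, limit read from the data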;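 also: 0% = full FRET control wells and 100% = background wells lacking eIF4GI fragment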
Ba/F3 V617F tox: loss of viability in JAK2V617F-driven Ba/F3 cells | inhibition, % at 5.6 µM | AID 1446 | hit rate 1.1% among 220,000 | Ba/F3 EpoR-JAK2V617F viability, ATP luminescence;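 active = inhibition above the campaign mean plus 3 SD over all tested compounds, cut at about 24% in these data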;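 also: cytokine-independent growth of Ba/F3 cells driven by EpoR plus mutant JAK2; 0% = DMSO-treated cells and 100% = JAK inhibitor I control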
Mdm2 ligase inh: Mdm2 E3 ligase (human) inhibition; Q00987; cell-based MDM2 ubiquitination luciferase reporter, 2 h; 0 = plate control, 100 = twice control, blank-subtracted; signal enhancement, % at 5 µM; hit rate 0.11% among 210,000;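 active = signal enhancement of 30% or more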;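 also: luminescence tracks abundance of the self-degrading MDM2-luciferase fusion protein; higher signal means inhibition of MDM2 E3 ligase activity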
Target sequence (Q00987 whole entry, looked up, the tested form may be a part): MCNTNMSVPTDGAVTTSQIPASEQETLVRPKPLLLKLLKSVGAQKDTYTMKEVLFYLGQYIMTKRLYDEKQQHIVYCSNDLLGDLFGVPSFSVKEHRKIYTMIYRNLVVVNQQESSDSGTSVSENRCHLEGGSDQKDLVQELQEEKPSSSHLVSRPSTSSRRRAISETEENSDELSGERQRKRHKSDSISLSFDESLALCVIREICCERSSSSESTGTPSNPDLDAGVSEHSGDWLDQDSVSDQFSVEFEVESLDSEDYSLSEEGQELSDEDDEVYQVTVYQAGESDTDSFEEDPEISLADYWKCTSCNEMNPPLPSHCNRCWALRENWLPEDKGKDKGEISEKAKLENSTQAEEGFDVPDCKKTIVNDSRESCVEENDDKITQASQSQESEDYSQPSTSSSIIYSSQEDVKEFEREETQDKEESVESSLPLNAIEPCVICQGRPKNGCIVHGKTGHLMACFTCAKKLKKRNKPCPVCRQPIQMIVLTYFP
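Assay system: stable mammalian line carrying autodegrading MDM2–luciferase fusion reporter; Input: 2000 cells in each well; Compound dosing: single-point 5 µM; Schedule: 2 h compound exposure at 37 °C; Signal: SteadyLite luciferase luminescence after 15 min room-temperature reagent incubation; Evaluation: % luminescence enhancement versus blank-corrected plate control mean; Benchmarks: plate controls and plate blanks.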
NPY2 pot ag: potentiates or activates human NPY-Y2 receptor | cells expressing NPY-Y2, potentiator/agonist read-out | activation, % at 3.6 µM | hit rate 0.45% among 220,000 | P49146; in the data active = activation above about 27%;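 also: cells stimulated with NPY near EC25 plus isoproterenol at EC100; 0% = vehicle plus submaximal agonist and 100% = vehicle plus saturating agonist; some results beyond the cut were filed as inactive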
PERK inhibitor: inhibitors of human PERK kinase; Q9NZJ5; CHO PERK-DD fusion, SEAP luminescence translation reporter; inhibition, % at 5.6 µM; hit rate 0.17% among 220,000;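 active = inhibition above the mean inhibition of all tested compounds plus 3 SD, set separately per screening campaign, cut at about 2.9% in these data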;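 also: PERK kinase domain activated by AP20187 dimerizer at 100 nM; 0% = DMSO with dimerizer and 100% = rapamycin at 8.4 µM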
S1P4 antag: blocks the human S1P4 receptor; O95977; S1P4-expressing cells, antagonist mode, reporter read-out; inhibition, % at 4.98 µM; hit rate 0.26% among 220,000; AID 1510; in the data active = inhibition above about 29%;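 also: 0% = wells stimulated with agonist and 100% = vehicle wells without agonist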
S1P4 agonist: activates the human S1P4 receptor; hit rate 0.35% among 220,000; AID 1509; S1P4-expressing cell line, agonist reporter assay; activation, % at 4.98 µM; O95977; in the data active = activation above about 11%;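 also: 0% = DMSO vehicle and 100% = reference agonist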
BaF3 parental: reduces parental Ba/F3 cell viability, JAK2V617F counter-screen; CellTiter-Glo ATP luminescence; inhibition, % at 5.6 µM; hit rate 1.1% among 220,000; AID 1486;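 active = inhibition above a per-campaign cutoff, the mean inhibition of all tested compounds plus 3 SD, cut at about 27% in these data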;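 also: 0% = DMSO wells and 100% = JAK Inhibitor I control wells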
Wee1 degr inh: inhibitors of human Wee1 degradation | P30291 | HeLa Luc-Wee1K328M stability, luciferase luminescence; 100% = proteasome inhibitor MG132 effect | reporter increase, % at 5 µM | hit rate 1.2% among 220,000;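 active = activation above the mean of all tested compounds plus 3 SD, set per screening run, cut at about 8.8% in these data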;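 also: cells exposed to compound for 20 h before luminescence read; 0% = DMSO alone and 100% = MG132 at 30 µM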
Target sequence (P30291 whole entry K328M): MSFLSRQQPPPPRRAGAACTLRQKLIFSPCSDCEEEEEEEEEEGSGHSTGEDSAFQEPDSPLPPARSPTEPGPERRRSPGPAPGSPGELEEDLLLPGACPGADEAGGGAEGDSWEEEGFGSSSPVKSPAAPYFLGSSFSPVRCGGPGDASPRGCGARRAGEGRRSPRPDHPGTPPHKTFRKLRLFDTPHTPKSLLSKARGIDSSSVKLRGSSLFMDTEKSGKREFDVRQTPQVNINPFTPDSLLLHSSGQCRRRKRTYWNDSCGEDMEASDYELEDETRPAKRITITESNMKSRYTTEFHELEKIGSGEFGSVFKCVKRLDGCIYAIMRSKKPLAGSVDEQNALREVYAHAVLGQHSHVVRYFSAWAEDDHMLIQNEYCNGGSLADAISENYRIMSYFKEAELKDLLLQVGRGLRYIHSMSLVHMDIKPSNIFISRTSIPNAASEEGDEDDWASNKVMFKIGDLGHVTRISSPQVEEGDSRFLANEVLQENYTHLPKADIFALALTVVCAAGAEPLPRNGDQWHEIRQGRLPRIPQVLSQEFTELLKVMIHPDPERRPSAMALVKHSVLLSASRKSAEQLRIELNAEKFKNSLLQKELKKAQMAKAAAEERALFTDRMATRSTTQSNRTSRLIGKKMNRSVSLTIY
* = called active by the depositor; x = not tested or not shown; [ ] = dose if it differs, or a comment. Hits appear at their usual frequency; any-hit rate near 4.1%.

SMILES	eIF4E-4G inh	Ba/F3 V617F tox	Mdm2 ligase inh	NPY2 pot ag	PERK inhibitor	S1P4 antag	S1P4 agonist	BaF3 parental	Wee1 degr inh
CC1(C)C(c2cccs2)=[N+]([O-])C2(CCCCC/C2=N\NC(N)=O)N1O (centres undefined)	-5	-2	1	-2	0.0	9	1.2	0	0
O=C(NCCCn1ccnc1)/C(=C\c1cccs1)NC(=O)c1ccccc1	6	-1	-9	10	1.1	-22	-0.2	7	2
CCN(CC)c1ccc(/C=N/O)cc1	4	-2	-11	0	0.1	-15	0.0	-2	-3
Cc1cc(=O)[nH]c(SCCCOc2ccc3c(c2)CCC3)n1	-11	-2	-12	8	-0.5	-14	-4.5	0	-2
CCN(CC)S(=O)(=O)c1ccc(Cl)c(NC(=O)c2cc(Cl)ccc2Cl)c1	0	-4	-2	-13	0.0	-15	1.6	-3	3
O=C(NCCc1ccccc1)c1nc2ncccn2n1	-3[fluorescence artefact?]	4	-7	-14	0.9	4	1.1	3	-1
Cc1nn(CC(=O)Nc2cccnc2)c(=O)c2ccccc12	-1	-2	2	3	1.2	-12	0.8	5	2
Cc1cc2c(n1-c1ccc(Br)cc1)CC(C)(C)CC2=O	-1	-2	-15	10	-0.7	4	2.9	3	5
CC(C)(C)c1ccc(OCc2ccc(C(=O)N/N=C/c3ccc(O)c(O)c3)cc2)cc1	4	101*	-11	9	0.3	33*	0.4	3	8
COc1cc(C)nc(N2CCC(C(N)=O)CC2)n1	3	-1	9	-6	1.4	-5	1.4	-2	2
CC(C)COC(=O)c1cc(=O)[nH]c2ccccc12	-1	-4	-20	3	0.9	3	1.4	5	-2
Cc1cc(=O)n(-c2ccc(O)cc2)[nH]1	2	51*	-9	-10	-0.3	-7	-1.1	60*	-2
CCN(CC)c1nc(-c2ccc(Cl)cc2)cc(C(F)(F)F)c1C#N	1	5	-10	-3	-0.4	-13	-1.4	5	5
COc1ccc(C2(C)NC(=O)N(CC(=O)Nc3ccc(-c4nc5ccc(C)cc5s4)cc3)C2=O)cc1 (centres undefined)	-2	-1	-15	56*	0.0	-1	-1.1	3	8
NC(=O)N/N=C\c1cccs1	1	-2	-11	0	1.3	-19	0.7	2	4
O=C(Nc1ccccc1)NC1(C(=O)NCCCN2CCOCC2)CCCCC1	-1[fluorescence artefact?]	-6	-18	-1	-0.4	-5	0.8	2	-1
COc1ccccc1C(=O)Nc1nc2cc3c(cc2s1)OCO3	-12	4	-3	-2	-1.6	11	27*	1	7
COc1ccccc1-n1c(C)c2c(OC)cccc(=O)c2c1C	-17	4	-14	0	-0.3	-12	-1.1	7	-2
N/C(=N\OC(=O)CSc1ccccc1)c1cccc([N+](=O)[O-])c1	-2[fluorescence artefact?]	-3	-9	-14	0.2	8	0.4	1	3
CCCn1c(/C=C/c2ccccc2)nc2ccccc21	2[fluorescence artefact?]	3	-2	-22	-1.0	-14	1.7	2	3
CCOC(=O)COc1ccc(S(=O)(=O)N2CCN(c3ccccc3F)CC2)cc1	1	-3	24	18	-0.6	36*	-3.8	-2	-1
Cc1ccc2cc(CN(CC3CCCO3)S(=O)(=O)c3ccc4c(c3)OCCO4)c(=O)[nH]c2c1C (centres undefined)	x	1	x	0	-1.2	-16	0.2	5	1
CCn1c(SCc2ccc([N+](=O)[O-])cc2)nnc1C(C)NC(=O)c1ccccc1Br (centres undefined)	-12	6	-3	-10	-0.5	-19	0.8	-2	-1
CC(=O)c1cccc(N2C(=NC(=O)C(C)C)SC3CS(=O)(=O)CC32)c1 (centres undefined)	0[fluorescence artefact?]	2	-16	-8	0.8	3	0.9	1	-2
CSC1=NCCN1C(=O)c1ccc(C)cc1	-5	-2	-6	20	1.1	-11	-1.1	2	5

Sorted by molar mass (rising): three of the compounds above.
SMILES	eIF4E-4G inh	Ba/F3 V617F tox	Mdm2 ligase inh	NPY2 pot ag	PERK inhibitor	S1P4 antag	S1P4 agonist	BaF3 parental	Wee1 degr inh
N/C(=N\OC(=O)CSc1ccccc1)c1cccc([N+](=O)[O-])c1	-2[fluorescence artefact?]	-3	-9	-14	0.2	8	0.4	1	3
CC(=O)c1cccc(N2C(=NC(=O)C(C)C)SC3CS(=O)(=O)CC32)c1 (centres undefined)	0[fluorescence artefact?]	2	-16	-8	0.8	3	0.9	1	-2
CCOC(=O)COc1ccc(S(=O)(=O)N2CCN(c3ccccc3F)CC2)cc1	1	-3	24	18	-0.6	36*	-3.8	-2	-1

Continued.
SMILES	eIF4E-4G inh	Ba/F3 V617F tox	Mdm2 ligase inh	NPY2 pot ag	PERK inhibitor	S1P4 antag	S1P4 agonist	BaF3 parental	Wee1 degr inh
COC(=O)c1cccc(NC(=O)Cc2ccccc2[N+](=O)[O-])c1C	8	0	-1	-2	0.2	1	1.2	5	1
O=C(NN1C(=O)c2ccccc2NC1c1ccccn1)c1ccc([N+](=O)[O-])cc1 (centres undefined)	3[fluorescence artefact?]	4	-11	6	0.4	-12	-1.5	9	3
CCn1c(SCC(=O)Nc2ccc(N3CCOCC3)c(Cl)c2)nnc1-c1ccc(N)cc1	0	-6	9	8	-0.8	-12	-1.5	-4	1
CN1CCN(c2nc(-c3ccccc3)c3cc(Cl)ccc3n2)CC1	-3	-2	-23	-33	-0.8	-18	9.4	1	-2
CCc1cccc(CC)c1NC(=O)CO/N=C(\C)c1cccs1	2	7	-20	3	-0.1	-2	-0.2	16	-1
Cc1nnc(SCC(=O)NC2CC2)n1CC1CCCO1 (centres undefined)	2	-3	6	4	1.4	-3	-1.0	0	-2
Cc1ccc(C)c(OCC(=O)Nc2cc(C(=O)O)cc(C(=O)O)c2)c1	2	-4	-15	-10	3.4*	-7	-1.1	2	-2
CC(=O)Nc1ccc2nc(NC(=O)C(Cl)(Cl)Cl)sc2c1	9	1	0	2	0.1	-12	2.4	4	-1
COC(=O)c1ccc(C2/C(=C(\O)c3ccc4c(c3)OCCO4)C(=O)C(=O)N2CCCN(C)C)cc1 (centres undefined)	2	-1	-19	2	1.1	-20	2.3	0	0
COC(=O)COc1ccc(S(=O)(=O)Nc2ccc(C(N)=O)cc2)cc1Cl	-5	3	-25	-1	0.8	-11	0.0	8	0
CC(C)N=C1NN=C(c2cccs2)C(CC(=O)O)S1 (centres undefined)	-1	-2	-7	17	-0.6	-1	0.6	-4	0
O=C(NC1CCCCC1)C(c1ccncc1)N(C(=O)Cc1cccs1)c1ccccc1 (centres undefined)	3	3	-9	-10	0.3	-1	1.1	6	1
Cc1[nH]n(-c2ccccc2)c(=O)c1C(C[N+](=O)[O-])c1ccc(F)cc1 (centres undefined)	-2	2	-15	6	1.3	-9	0.7	4	2
COc1ccc(-c2cc(C(=O)N3CCN(C(c4ccccc4)c4ccccc4)CC3)no2)cc1OC	1	-2	0	7	-1.0	0	0.4	1	0
CCN1CCc2c(C#N)c(N3CCOCC3)nc(NCCO)c2C1	-1	2	-7	9	1.2	3	-0.3	8	-2
CC(=O)Nc1ccc(S(=O)(=O)Oc2cccc(N3C(=O)C4CC=CCC4C3=O)c2)cc1 (centres undefined)	4	-1	-19	-7	-0.2	7	-1.9	3	1
N#CCCn1c(C2CCCCC2)nc2ccccc21	6[fluorescence artefact?]	0	3	1	-0.9	-15	-0.1	2	1
CCC(CO)Nc1ncc([N+](=O)[O-])cc1C#N (centres undefined)	-1[fluorescence artefact?]	-3	-5	-13	0.7	0	0.5	0	-3
O=S(=O)(c1cccc(S(=O)(=O)N2CCCC2)c1)c1cccc(S(=O)(=O)N2CCCC2)c1	-8	-2	-6	1	0.7	3	1.0	5	0
C=CCn1c(-c2ccccc2[N+](=O)[O-])n[nH]c1=S	0	-1	-6	-9	1.3	-10	1.8	2	-3
C=CCSc1nc2nc(C)cc(C)n2n1	1[fluorescence artefact?]	-4	-20	3	1.6	-12	-0.9	3	7
O=C(CC1SC(=Nc2ccccc2)N(Cc2ccccn2)C1=O)Nc1ccc(Br)cc1 (centres undefined)	13	1	3	14	-0.3	-5	0.9	6	-1
CN(C)c1ccc(C=NCCC2(c3ccccc3)CCOC(C)(C)C2)cc1 (centres undefined)	6	-1	-8	-6	-0.1	1	1.8	5	1
CCCOc1ccc(N2C(=O)CC(N(CCc3ccc(OC)c(OC)c3)C(=O)c3ccccc3)C2=O)cc1 (centres undefined)	-1	1	-2	-9	-1.5	-11	-0.9	0	2
CSc1nc(N)c(C(=O)Nc2ccc([N+](=O)[O-])cc2)s1	-7	-2	-12	-16	0.1	1	2.6	1	4

Not a retest: 2 of the compounds above.
SMILES	eIF4E-4G inh	Ba/F3 V617F tox	Mdm2 ligase inh	NPY2 pot ag	PERK inhibitor	S1P4 antag	S1P4 agonist	BaF3 parental	Wee1 degr inh
COC(=O)c1cccc(NC(=O)Cc2ccccc2[N+](=O)[O-])c1C	8	0	-1	-2	0.2	1	1.2	5	1
O=C(NN1C(=O)c2ccccc2NC1c1ccccn1)c1ccc([N+](=O)[O-])cc1 (centres undefined)	3[fluorescence artefact?]	4	-11	6	0.4	-12	-1.5	9	3

Additional compounds:
SMILES	eIF4E-4G inh	Ba/F3 V617F tox	Mdm2 ligase inh	NPY2 pot ag	PERK inhibitor	S1P4 antag	S1P4 agonist	BaF3 parental	Wee1 degr inh
CCn1c(SCC(=O)NC2CCCCC2)nc2c(c1=O)SC(C)C2 (centres undefined)	1[fluorescence artefact?]	3	-1	-7	-1.9	-2	-0.2	7	1
CCCCCOC(=O)Cn1c(=O)oc2ccccc21	0[fluorescence artefact?]	2	-4	15	-0.2	-3	-1.6	1	1
COCc1cc(=O)[nH]c(/N=C(\N)Nc2ccc(Oc3ccccc3)cc2)n1	-1	-4	1	11	-0.1	-12	-0.4	6	-2
COc1cnn(-c2ccc(C)cc2)c(=O)c1Br	2	2	-2	0	0.7	-19	0.3	2	3
CC(C)C1(C(C)C)OC(=O)c2ccccc21	-2[fluorescence artefact?]	5	-10	4	0.4	-10	-0.8	3	2
COc1ccc(OC)c(NC(=O)CCCN2C(=S)NC(C)(C)CC2C)c1 (centres undefined)	2[fluorescence artefact?]	-6	-4	2	-0.5	-18	-2.2	-1	0

In the list so far, six contain a thiophene ring, fused or not.
SMILES	eIF4E-4G inh	Ba/F3 V617F tox	Mdm2 ligase inh	NPY2 pot ag	PERK inhibitor	S1P4 antag	S1P4 agonist	BaF3 parental	Wee1 degr inh
CC1(C)C(c2cccs2)=[N+]([O-])C2(CCCCC/C2=N\NC(N)=O)N1O (centres undefined)	-5	-2	1	-2	0.0	9	1.2	0	0
O=C(NCCCn1ccnc1)/C(=C\c1cccs1)NC(=O)c1ccccc1	6	-1	-9	10	1.1	-22	-0.2	7	2
NC(=O)N/N=C\c1cccs1	1	-2	-11	0	1.3	-19	0.7	2	4
CCc1cccc(CC)c1NC(=O)CO/N=C(\C)c1cccs1	2	7	-20	3	-0.1	-2	-0.2	16	-1
CC(C)N=C1NN=C(c2cccs2)C(CC(=O)O)S1 (centres undefined)	-1	-2	-7	17	-0.6	-1	0.6	-4	0
O=C(NC1CCCCC1)C(c1ccncc1)N(C(=O)Cc1cccs1)c1ccccc1 (centres undefined)	3	3	-9	-10	0.3	-1	1.1	6	1

S1P4 agonist, what is marked active above.
Structure | eIF4E-4G inh | Mdm2 ligase inh | NPY2 pot ag | PERK inhibitor | S1P4 antag | S1P4 agonist | Wee1 degr inh
COc1ccccc1C(=O)Nc1nc2cc3c(cc2s1)OCO3 | -12 | -3 | -2 | -1.6 | 11 | 27* | 7
